# Exocytosis inh – blocks lytic granule exocytosis; inhibition, % at 10 µM; 360,000 tested, 0.66% active; TALL-104 LAMP-1 surface exposure, flow cytometry; cells stimulated with thapsigargin and PMA; AID 651702;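 active = inhibition above about 55%, limit read from the data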
# CaV13 FRET inh – Primary screen for inhibitors of IQ motif and Ca2+-dependent inactivation inhibitor domain binding in CACNA1D, Förster resonance energy transfer in living cells, …; HEK cells, CFP/YFP FRET ICDI-IQ, plate reader, 10 min; percent FRET-ratio fall versus neutral wells; inhibition, % at 12.3 µM; 340,000 tested, 0.098% active; AID 743397;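 active = mean replicate inhibition of at least 30% and at least 1% of replicates passing that level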;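 note: 0% = median of the neutral control wells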
# NR2E3 ag-1 – human photoreceptor-specific nuclear receptor agonism; Q9Y5X4; CHO-S Gal4-NCOR/VP16-NR2E3 two-hybrid, luciferase; inhibition of corepressor binding, % at 3.98 µM; 360,000 tested, 0.35% active; AID 602229;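 active = inhibition above the mean of all tested compounds plus 3 SD, cut at about 70% in these data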;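 note: 0% = DMSO with NR2E3 transfected cells and 100% = cells lacking NR2E3 construct; higher means lower luciferase signal from less NR2E3 corepressor binding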
# Target sequence (Q9Y5X4 whole entry, looked up, the tested form may be a part): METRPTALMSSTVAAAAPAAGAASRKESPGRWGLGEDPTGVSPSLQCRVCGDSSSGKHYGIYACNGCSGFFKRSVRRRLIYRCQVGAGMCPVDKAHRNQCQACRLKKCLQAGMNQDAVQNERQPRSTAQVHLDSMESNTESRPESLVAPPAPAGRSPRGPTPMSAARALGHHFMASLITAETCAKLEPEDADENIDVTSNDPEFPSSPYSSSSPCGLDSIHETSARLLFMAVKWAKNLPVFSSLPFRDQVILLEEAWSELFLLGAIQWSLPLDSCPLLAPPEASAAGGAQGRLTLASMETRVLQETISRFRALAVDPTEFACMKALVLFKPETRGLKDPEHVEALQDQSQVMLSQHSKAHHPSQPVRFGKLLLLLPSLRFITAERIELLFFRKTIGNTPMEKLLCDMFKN
# TRPM1 prom inh – MITF TRPM1 promoter inhibition in SK-MEL-5 cells; SK-MEL-5 TRPM1 promoter luciferase, 24 h; inhibition, % at 12.5 µM; 330,000 tested, 0.83% active; AID 488899;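 active = mean inhibition across replicates of 60% or more, whatever share of single replicates reaches that level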; note: values of inactives mirror those of a sister screen read the other way
# Peg3 promoter – inhibitors of Peg3 promoter. inhibition, % at 20 µM. HeLa PEG-Prom luciferase reporter, luminescence, overnight. AID 588405. 360,000 tested, 1.7% active;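 active = inhibition of at least 50% at 20 µM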
# aDG glyco up – increases alpha dystroglycan glycosylation; Pro5-aDG cells, alpha-DG glycosylation AlphaScreen (IIH6); 0% Pro5, 100% B10-LARGE cell signal; activation, % at 10 µM; 360,000 tested, 0.22% active; AID 624168;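 active = activation of at least 8% versus controls, or a plate z-score of at least 8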;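 note: Pro5 are CHO cells carrying HIG-tagged alpha-DG that lacks glycosylation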
# hiPSC survival – hiPSC single-cell survival enhancement; ATPlite luminescence; 100% = ROCK inhibitor wells, 0% = DMSO; survival enhancement, % at 20 µM; 360,000 tested, 0.044% active; AID 602274; in the data active = survival enhancement above about 18%;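 note: cells exposed to compounds for 16 hours before the ATP read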
# Vif inh – blocks HIV Vif function | 340,000 tested, 0.35% active | AID 602346 | inhibition, % at 7.49 µM | HEK293T cells, Vif self-association by quenched fluorescence, imaging, 24 h; in the data active = inhibition above about 50%, passing the limit was not always enough; note: some results filed as inactive read as strong as hits
# PDI turbidity – inhibitors of human protein disulfide isomerase; P07237; PDI insulin aggregation turbidity, A650, 90 min; inhibition, % at 10 µM; 350,000 tested, 0.052% active;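 active = mean inhibition across replicates of 30% or more, whatever share of single replicates reach that level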;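 note: absorbance from insulin aggregation driven by PDI reduction with DTT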
# Target sequence (P07237 whole entry, looked up): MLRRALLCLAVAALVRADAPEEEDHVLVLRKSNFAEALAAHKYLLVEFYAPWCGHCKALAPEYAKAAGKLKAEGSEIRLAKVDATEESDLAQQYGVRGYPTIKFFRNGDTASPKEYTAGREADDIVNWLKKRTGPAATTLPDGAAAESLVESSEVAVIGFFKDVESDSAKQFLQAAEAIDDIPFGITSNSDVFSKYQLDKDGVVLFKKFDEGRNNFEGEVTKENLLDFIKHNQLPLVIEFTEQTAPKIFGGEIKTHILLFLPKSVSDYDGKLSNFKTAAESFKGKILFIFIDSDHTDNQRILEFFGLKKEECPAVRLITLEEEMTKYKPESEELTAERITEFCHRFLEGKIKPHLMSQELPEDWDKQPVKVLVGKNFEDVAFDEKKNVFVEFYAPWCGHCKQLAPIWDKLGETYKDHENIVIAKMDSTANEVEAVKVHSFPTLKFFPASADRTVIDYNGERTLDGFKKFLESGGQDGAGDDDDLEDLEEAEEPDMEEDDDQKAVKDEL
# HIF-2a block – inhibitors of HIF-2a; 786-0 RCC cells HIF-2a reporter, luciferase luminescence, overnight; inhibition, % at 18.8 µM; 360,000 tested, 0.72% active;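 active = inhibition of the luminescence signal of 40% or more relative to plate controls, in a single-dose primary screen at 18.75 µM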
# NR2E3 ag-2 – NR2E3 (human) agonism. Q9Y5X4. GST-NR2E3/biotin-RetCOR TR-FRET, 1536-well. inhibition of corepressor binding, % at 4.78 µM. 320,000 tested, 0.12% active. AID 2300;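 active = percent inhibition above the cutoff of mean plus 3 SD of all tested compounds, set per screening campaign, cut at about 20% in these data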;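 note: 0% = DMSO wells and 100% = biotin wells as full block of FRET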
#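 Test system: GST-NR2E3 and biotin-RetCOR proteins | Quantity: 1.35 nM GST-tagged NR2E3 final | Medium: Tris pH 7.5 | Also added: 7 nM biotin-RetCOR | Dosing: Compound at 4.8 µM, single dose | Timing: 5 h at 4 °C | Detection: Time-resolved FRET | Read-out basis: Percent inhibition | Benchmarks: Biotin wells as high control, 0.6% DMSO wells as low control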
# * = called active by the depositor; . = not tested or not shown; & = joins results of further samples; ! = repeats disagree.
no.	Compound	Exocytosis inh	CaV13 FRET inh	NR2E3 ag-1	TRPM1 prom inh	Peg3 promoter	aDG glyco up	hiPSC survival	Vif inh	PDI turbidity	HIF-2a block	NR2E3 ag-2
1	CC(C)(C)c1cc(C(C)(C)C)cc(S(=O)(=O)CCc2ccccn2)c1	8	.	-7	-13	24	0.2	-1.6	-6	7	0	-1
2	COc1ccc(N2C(=O)CC(SCCc3nc4ccccc4[nH]3)C2=O)cc1 (configuration not stated)	1	-5	-8	-14	7	0.1	-0.9	23	1	13	3
3	COc1ccc(CCN(C(=O)C(F)(F)F)C(C(=O)NC2CCCC2)c2cccs2)cc1OC (configuration not stated)	3	-6	-5	0	18	-0.2	0.8	-4	2	8	4
4	O=C(O)C1CCCN(C(=O)/C=C/c2ccccc2)CC1 (configuration not stated)	-6	-7	-16	.	-11	-0.1	2.8	7	1	3	.
5	CC(=O)Nc1ccc(-c2csc(NC(=O)C3CC(=O)N(c4ccc5c(c4)OCCO5)C3)n2)cc1 (configuration not stated)	1	-5	-14	-7	5	-0.1	-0.3	-12	-2	31	2
6	Cc1noc(/C=C/N(C)C)c1S(=O)(=O)N1CCN(c2ccc(F)cc2)CC1	4	-2	-6	2	13	-0.1	-0.5	-4	8	-12	0
7	CCCCC(=Nc1ccc(N)cc1)C1=C(O)C(C(=O)OC)C(C)(C)CC1=O (configuration not stated)	3	-4	-12	2	-23	1.1	-0.3	1	-2	-26	-4
8	Cc1[nH]n(-c2cccc(Cl)c2)c(=O)c1-c1ccc(Cl)cc1	-4	1	85*	4	-10	-0.2	-0.5	.	9	-74	-1
9	CN(CC(=O)NCc1ccncc1)S(=O)(=O)c1ccc(Br)cc1	9	-10	15	-2	17	0.1	-0.4	-4	-2	8	1
10	COc1ccccc1NC(=O)N1CCC(c2nc3cc(C)c(C)cc3[nH]2)CC1	1	-12	46	29	-42	-0.1	-3.1	7	-9	-7	2
11	COc1ccc(CN2C(=O)C(CC(=O)NCCCCc3ccccc3)CC(C(=O)N3CCOCC3)=C2C)cc1 (configuration not stated)	1	-6	-1	.	-12	0.1	3.8	-3	-3	-1	.
12	COc1ccc(C(=O)N2CCCCC2c2cc(C(=O)NCc3ccccc3)no2)cc1 (configuration not stated)	0	-12	-6	.	9	0.0	1.0	15	3	10	.
13	O=C(N/N=C/c1c[nH]c2ccccc12)c1ccn(Cc2ccc(Cl)cc2)n1	0	-6	-15	29	-13	0.0	1.3	-6	-1	-10	0
14	COc1ccc(CNC(=O)COc2ccccc2C(=O)c2cnn(-c3ccccc3)c2)cc1OC	-3	-6	-87	-88	-297	-0.3	0.3	-10	-5	-184	4
15	CCN1C(=O)/C(=C/c2ccc(C)s2)SC1=Nc1ccc(OC)cc1	-1	.	-9	14	23	-1.0	-0.8	5	16	6	4
16	Cc1ccc(C(NC(=O)c2ccccc2)C(Cl)(Cl)Cl)cc1 (configuration not stated)	-6	-1	-2	14	8	1.9	1.6	-11	4	0	-2
17	CS(=O)(=O)N1CCN(c2ccc(NC(=O)Cc3ccccc3)cc2)CC1	1	-4	-2	-3	-12	-0.2	3.6	2	-10	-17	1
18	CCCCOC(=O)Nc1cccc(Cl)c1C	-4	-8	-67	-69	-92	-0.4	-1.4	2	12	-99	2
19	COCC(=O)n1nc(-c2ccccc2)nc1NCc1ccc(N(C)C)cc1	0	-20	-16	-48	-200	0.7	-0.5	1	-5	-243	-4
20	Cc1ccc(NC(=O)Cn2c(=O)cnc3ccccc32)cc1S(=O)(=O)N(C)C	-5	-6	-9	18	3	0.1	-0.9	-4	4	24	-1
21	N#C/C(=C1/CCCCCN1)c1nc2ccccc2s1	4	.	-10	-1	-98	0.1	-2.9	-4	-9	-163	2
22	Cc1ccc(S(=O)(=O)N(C)C)cc1NC(=O)C1CCCC1	-2	-4	-4	16	11	0.3	1.6	6	-2	25	0
23	O=C(NCCC1CCCCN1S(=O)(=O)c1ccc(Cl)cc1)C(=O)NCc1ccco1 (configuration not stated)	-1	-6	-7	2	10	0.0	-0.4	13	1	9	0
24	C=C(C)CNC(=S)N/N=C/c1c(F)cccc1F	2	-4	-20	18	-6	0.6	1.6	-2	14	-26	-3
25	Cn1c(SCC(=O)C(C)(C)C)nnc1-c1cccnc1	0	.	-13	-4	9	0.5	1.6	1	4	6	-5

# Down the list, quoted from above.
# Compounds 13 to 18 in NR2E3 ag-1: -15, -87, -9, -2, -2, -67

# Single records (already shown). Values in the order: Exocytosis inh | CaV13 FRET inh | NR2E3 ag-1 | TRPM1 prom inh | Peg3 promoter | aDG glyco up | hiPSC survival | Vif inh | PDI turbidity | HIF-2a block | NR2E3 ag-2
# O=C(NCCC1CCCCN1S(=O)(=O)c1ccc(Cl)cc1)C(=O)NCc1ccco1 (configuration not stated) is entered as -1 | -6 | -7 | 2 | 10 | 0.0 | -0.4 | 13 | 1 | 9 | 0
# Cc1ccc(S(=O)(=O)N(C)C)cc1NC(=O)C1CCCC1 is entered as -2 | -4 | -4 | 16 | 11 | 0.3 | 1.6 | 6 | -2 | 25 | 0
# Cn1c(SCC(=O)C(C)(C)C)nnc1-c1cccnc1 is entered as 0 | . | -13 | -4 | 9 | 0.5 | 1.6 | 1 | 4 | 6 | -5

# Next part:
no.	Compound	Exocytosis inh	CaV13 FRET inh	NR2E3 ag-1	TRPM1 prom inh	Peg3 promoter	aDG glyco up	hiPSC survival	Vif inh	PDI turbidity	HIF-2a block	NR2E3 ag-2
26	CCOC(=O)C1CCCN(S(=O)(=O)Cc2ccc(Cl)cc2)C1 (configuration not stated)	2	-1	-16	7	1	-0.1	0.5	-4	-7	1	-2
27	CCOC(=O)c1[nH]ncc1CN1CCN(Cc2ccc(C)cc2)C(CCO)C1 (configuration not stated)	1	-4	-6	-11	8	-1.0	1.7	3	2	8	5
28	O=C(Cc1ccsc1)N1CCN(S(=O)(=O)c2cc(C(F)(F)F)cc(C(F)(F)F)c2)CC1	-4	-6	-19	-2	24	0.7	0.2	.	-2	12	0
29	CCONc1ncnc2nonc12	0	-5	12	-1	5	0.2	0.4	5	-8	8	2
30	CCCCOc1ccc(C(=O)N(CC)CC(=O)NCc2cccs2)cc1	0	-6	10	-11	8	-0.4	0.6	1	-4	-18	0
31	NC(=O)CC1C(=O)N(c2ccc(F)cc2)C(=O)N1NC(=O)CCc1ccccc1 (configuration not stated)	7	-15	-9	-12	-1	-0.1	-0.4	-4	-10	19	1
32	O=C(/C=C/c1ccccc1)N1CCN(C(=O)c2ccco2)CC1	3	-8	-7	-7	-4	0.5	-3.4	20	5	-9	-3
33	COc1cc(CCN2C(=O)c3cccc4cccc(c34)C2=O)c(S(=O)(=O)NCCCO)cc1OC	2	-4	-7	9	9	-0.8	0.1	.	-3	-17	1
34	C[C@H](CO)N1C[C@H](C)[C@@H](CN(C)S(=O)(=O)c2ccccc2)Oc2c(NC(=O)Nc3ccc(C(F)(F)F)cc3)cccc2C1=O	-1	-11	-32	9	23	1.8	-2.3	24	3	-13	.
35	COc1cc(CN2CCCC(N3CCN(c4ccccc4C)CC3)C2)cc(Cl)c1O (configuration not stated)	57*	-19	-15	1	-1	0.0	-0.3	-6	4	0	1
36	Cn1c(=O)[nH]c(=O)c2c1nc(N(CCO)Cc1ccccc1)n2CCCc1ccccc1	-2	-2	-24	-19	6	-0.2	1.8	2	.	-3	0
37	CC(C)(C)S(=O)(=O)/C(C#N)=C/c1cccn1S(=O)(=O)c1ccccc1	-2	-10	11	.	-14	0.2	0.3	.	-2	2	.
38	CCc1ccccc1N(CC(=O)NCc1ccco1)C(=O)CCC(=O)Nc1nccs1	-4	-5	-14	-2	20	0.1	-0.4	-9	-3	12	7
39	CCSc1ccc([C@@H]2[C@H]3C(=O)N(CC)C(=O)[C@H]3[C@]3(C(=O)OC)CCCCN23)cc1	18	-6	-28	-3	7	1.8	-1.8	-2	9	14	-2
40	NC(=O)c1ccsc1NC(=O)COC(=O)c1c(F)cccc1Cl	-3	-6	-57	-63	-127	0.1	-5.3	2	-2	-143	-2
41	O=Cc1ccc(OCC(=O)N2CCc3ccccc32)c(Br)c1	-9	0	-74	-64	-334	-0.3	-0.3	-12	-7	-250	.
42	O=C(NNC(=O)[C@@H]1CCCC[C@@H]1C(=O)O)c1cccs1	-1	-4	-17	-1	16	0.1	0.4	1	-3	5	-1
43	O=C(Nc1ccc2c(c1)OCCO2)c1cccs1	-4	1	-103	-35	-212	-0.2	-4.8	-5	18	-157	-1
44	COc1ccc(/C=N\Nc2ccccn2)c(OC)c1	15	-4	-28	-70	-263	0.0	-0.1	-4	-1	-244	.
45	CC1(C)OC(c2ccccc2)=C/C(=C/C=N/NC(=O)c2ccncc2)O1	1	-3	-22	14	23	-0.2	0.8	0	-2	17	0
46	Cc1ccccc1NC(=O)C(C)Sc1nnc(-c2ccncc2)n1CC1CCCO1 (configuration not stated)	-12	-5	1	4	-1	0.0	-0.2	-2	4	1	1
47	CCOc1ccc(Br)cc1CNCCN1CCOCC1	-5	-2	18	1	1	0.1	1.3	0	21	13	1
48	N#Cc1nc(-c2ccc(F)cc2)oc1NCCN1CCOCC1	-1	-5	12	-2	-12	-0.1	-0.7	4	-4	-26	2
49	CCCCCCSc1cc(-c2nc3cc(C)ccn3c2NCCCC)ccc1OC	12&48	78*!	5&3	4	40	2.3&0.6	-3.9&-0.9	-10	11	-9&2	4
50	Cc1ccc(NC(=O)CN(C)C(=O)C(C)OC(=O)c2ccccc2NCCO)cc1 (configuration not stated)	0	-6	2	4	8	-0.1	2.9	1	1	3	6
51	COC(=O)c1sccc1NC(=O)c1ccc(Cl)cc1	8	-4	-7	26	12	-0.3	0.7	-5	-4	13	1
52	CC1(C)CCC(=O)N2CC[C@H]3C[C@H](OC(=O)Nc4ccc5c(c4)OCO5)C[C@@H]1[C@H]32	0	-6	-102	-100	-308	0.0	-2.4	-3	-6	-209	4

# Entries above marked active in NR2E3 ag-1.
no.	structure	Exocytosis inh	CaV13 FRET inh	NR2E3 ag-1	TRPM1 prom inh	Peg3 promoter	aDG glyco up	Vif inh	PDI turbidity	HIF-2a block	NR2E3 ag-2
8	Cc1[nH]n(-c2cccc(Cl)c2)c(=O)c1-c1ccc(Cl)cc1	-4	1	85*	4	-10	-0.2	.	9	-74	-1

# Part of the list above in another layout.
28) O=C(Cc1ccsc1)N1CCN(S(=O)(=O)c2cc(C(F)(F)F)cc(C(F)(F)F)c2)CC1
29) CCONc1ncnc2nonc12
30) CCCCOc1ccc(C(=O)N(CC)CC(=O)NCc2cccs2)cc1

Assay by compound,28,29,30
Exocytosis inh,-4,0,0
CaV13 FRET inh,-6,-5,-6
NR2E3 ag-1,-19,12,10
TRPM1 prom inh,-2,-1,-11
Peg3 promoter,24,5,8
aDG glyco up,0.7,0.2,-0.4
hiPSC survival,0.2,0.4,0.6
Vif inh,.,5,1
PDI turbidity,-2,-8,-4
HIF-2a block,12,8,-18
NR2E3 ag-2,0,2,0
